Cdc42 wt GTP: modulators of GTP binding to wildtype Cdc42, primary screen, biochemical, multiplex bead flow cytometry, Bodipy-GTP | 0.2% of 190,000 active | percent activity (GTP binding), % at 10 µM | Cell division control protein 42 homolog (Homo sapiens), P60953 | AID 761, 2007 | GST-Cdc42 beads; actives lie on both sides;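 active = percent activity GTP binding at least 20 points away from the 100% baseline, either down as inhibitor or up as activator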;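 note: median bead fluorescence of bound Bodipy-FL-GTP at 100 nM; 0% = excess unlabeled GTP control and 100% = no compound control; below 100% means less GTP binding so inhibitor and above means activator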
Target sequence (P60953 whole entry, looked up): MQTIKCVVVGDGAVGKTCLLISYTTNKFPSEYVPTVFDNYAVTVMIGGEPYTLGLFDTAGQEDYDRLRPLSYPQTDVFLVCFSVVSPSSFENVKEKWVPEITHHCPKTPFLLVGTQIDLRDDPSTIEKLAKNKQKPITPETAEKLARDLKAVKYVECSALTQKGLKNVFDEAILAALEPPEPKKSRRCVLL
Avidin bead fluor: green autofluorescence of compounds with avidin beads – biophysical, 488/530 nm, flow cytometry, artefact control, profiling panel | fluorescence (KMESF) at 10 µM | compound fluorescence 488/530 nm; active compounds read high | 0.38% of 220,000 active | AID 1775, 2009; in the data active = fluorescence above about 47; note: inactives centre near 10
HRas wt GTP bind: modulators of GTP binding to HRas wildtype, primary screen, biochemical, bead-based flow cytometry, multiplex. GTPase HRas (Homo sapiens), P01112. 0.14% of 190,000 active. GST-Ras wt beads, Bodipy-FL-GTP binding; actives lie on both sides. GTP binding activity, % at 10 µM;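 active = GTP binding activity at least 20% away from the 100% baseline, either lowered as inhibitor or raised as activator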;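 note: 0% = unlabeled GTP competition control and 100% = no-compound control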
Target sequence (P01112 whole entry, looked up): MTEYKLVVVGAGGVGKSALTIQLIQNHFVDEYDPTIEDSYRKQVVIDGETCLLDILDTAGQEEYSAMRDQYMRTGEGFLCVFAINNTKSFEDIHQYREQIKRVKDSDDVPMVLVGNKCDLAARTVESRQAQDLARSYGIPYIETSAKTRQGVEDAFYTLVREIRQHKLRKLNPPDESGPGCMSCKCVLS
Mcl-1 Bim block: inhibitors of Bim peptide binding to Mcl-1, primary screen, biochemical, bead-based flow cytometry, multiplex; Bim peptide-Mcl-1 binding; inhibition, % at 10 µM; AID 1009, 2008; 0.1% of 190,000 active; in the data active = inhibition above about 40%;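 note: 0% = no compound tracer wells and 100% = peptide blocker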
Target sequence (Q07820 whole entry, looked up): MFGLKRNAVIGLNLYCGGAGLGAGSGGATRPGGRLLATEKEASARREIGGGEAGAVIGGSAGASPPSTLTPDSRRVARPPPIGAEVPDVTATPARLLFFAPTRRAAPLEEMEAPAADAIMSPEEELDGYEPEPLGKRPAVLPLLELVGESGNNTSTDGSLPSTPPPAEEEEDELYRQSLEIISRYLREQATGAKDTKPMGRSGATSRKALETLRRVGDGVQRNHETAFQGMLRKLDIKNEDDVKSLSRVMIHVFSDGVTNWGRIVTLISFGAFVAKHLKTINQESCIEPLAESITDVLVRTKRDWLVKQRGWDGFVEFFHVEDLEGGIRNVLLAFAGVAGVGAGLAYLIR
Rab7 wt modul: modulators of GTP binding to Rab7, primary screen, biochemical, wildtype, multiplex bead flow cytometry. GTP binding activity (percent of control), % at 10 µM. 0.055% of 190,000 active. Rab7 GTPase wild type (dog), Bodipy-FL-GTP binding. GST-Rab7 beads, fluorescent GTP binding; actives lie on both sides; untreated = 100%, excess cold GTP = 0%;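 active = fluorescent GTP binding to Rab7 beads changed by at least 20 points from the 100% baseline, either direction, mostly lower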;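 note: median green fluorescence of bound Bodipy-FL-GTP per Rab7 bead population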
Rac1 wt GTP bind: wildtype Rac1 GTP binding modulators, primary screen, biochemical, GST-Rac1 beads, flow cytometry, multiplex; fluorescent GTP binding; actives lie on both sides; 0 = cold GTP competed, 100 = untreated; GTP binding activity (% of control), % at 10 µM; 0.27% of 190,000 active; AID 757, 2007;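 active = GTP binding activity at least 20 points away from the 100% control level, either lower or higher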
Rab2A wt mod: modulators of GTP binding to Rab2A wildtype, primary screen, biochemical, dog, bead-based flow cytometry, multiplex. GTP binding activity, % at 10 µM. 0.19% of 190,000 active. GST-Rab2 wt beads, Bodipy-GTP binding. Ras-related protein Rab-2A (Canis lupus familiaris), P61105;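 active = GTP binding activity at least 20 points away from 100%, either lowered or raised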;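 note: 0% = beads with excess unlabeled GTP and 100% = no-compound control corrected for plate trend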
Rac1 act GTP bind: GTP binding modulators of activated mutant Rac1, primary screen, biochemical, bead-based flow cytometry, multiplex, fluorescent GTP. Ras-related C3 botulinum toxin substrate 1 (Homo sapiens), P63000. GST-Rac1 activated beads; actives lie on both sides; 100% means binding = to untreated wells. percent activity (GTP binding), % at 10 µM. 0.11% of 190,000 active. AID 764, 2007;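 active = GTP binding at least 20 percentage points away from the 100% baseline, in either direction, so actives lie on both sides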
Mcl1 Noxa PPI: Mcl-1/Noxa binding inhibitors, primary screen, biochemical, TR-FRET, 1536-well | Induced myeloid leukemia cell differentiation protein Mcl-1 (Homo sapiens), Q07820 | TR-FRET Mcl-1/Noxa peptide binding, 2 h | inhibition, % at 21.7 µM | 1.5% of 220,000 active;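 active = compounds that cut the protein-peptide binding signal by more than 50% relative to plate controls in a single-dose test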;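 note: His-tagged Mcl-1 with rhodamine Noxa BH3 peptide and terbium anti-His antibody; 0% = Mcl-1 plus Noxa peptide wells and 100% = peptide-only wells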
Pf gamet viab: late stage P. falciparum gametocyte viability inhibitors, primary screen, ATP luminescence, HTS. P. falciparum stage V gametocytes, 24 h. 0.065% of 150,000 active. inhibition, % at 10.9 µM;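 active = inhibition above the mean plus 3 SD of compounds within the control limits, set per campaign, cut at about 38% in these data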;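 note: 0% = DMSO wells and 100% = medium only without gametocytes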
Mcl1 Bid PPI: Mcl-1/Bid binding inhibitors, primary screen, biochemical, TR-FRET, 1536-well. Induced myeloid leukemia cell differentiation protein Mcl-1 (Homo sapiens), Q07820. TR-FRET Mcl-1/Bid-Dy647 peptide binding. inhibition, % at 21.7 µM. 0.97% of 220,000 active. AID 1021, 2008;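 active = compounds that cut the binding signal by more than half at the single screening dose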;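 note: His-tagged Mcl-1 with europium anti-His antibody binding Bid BH3 peptide; 0% = Mcl-1 plus peptide wells and 100% = peptide-only wells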
* marks the source's active call; other numbers are inactive results; nt = no result given. Outcome played no part in choosing rows; about 2.7% have a hit in one of these screens.

SMILES | Cdc42 wt GTP | Avidin bead fluor | HRas wt GTP bind | Mcl-1 Bim block | Rab7 wt modul | Rac1 wt GTP bind | Rab2A wt mod | Rac1 act GTP bind | Mcl1 Noxa PPI | Pf gamet viab | Mcl1 Bid PPI
Cc1ccc(C(C(=O)NC2CCCC2)N(C(=O)CNC(=O)c2cccs2)c2cccnc2)o1 (configuration not stated) | 96 | 6 | 98 | 1 | 94 | 102 | 98 | 99 | 21 | nt | -2
COc1ccc(C/C(O)=C(\C#N)c2nc3ccccc3[nH]2)cc1OC | 101 | 3 | 100 | -2 | 101 | 102 | 101 | 100 | 24 | -20 | -14
CCOC(=O)c1c(C)sc2c1N(C(=O)CN(CC)CC)c1ccccc1S2 | 101 | 6 | 103 | 0 | 99 | 108 | 99 | 100 | 14 | nt | 3
COc1ccc(N(C)S(=O)(=O)c2cccc(C(=O)NCC3CCCCC3)c2)cc1 | 85 | 14 | 90 | 0 | 92 | 94 | 87 | 91 | 4 | -15 | 1
CC(=O)N1CCC[C@H]1C(=O)O | 92 | 7 | 93 | 0 | 96 | 88 | 95 | 92 | -13 | -5 | -22
COC(=O)c1ccc(CSc2nnc(-c3c[nH]c4ccccc34)n2-c2ccccc2)cc1 | 96 | 24 | 100 | -1 | 99 | 106 | 99 | 98 | -2 | -7 | 10
C=CCn1c(SCC(=O)NC(=O)c2cccc([N+](=O)[O-])c2)nnc1-c1ccccc1 | 97 | 4 | 99 | -3 | 97 | 105 | 100 | 96 | 8 | -3 | -31
Cc1cc(C(=O)CSc2nc3ccccc3o2)c(C)n1C1CC1 | 102 | 13 | 102 | -4 | 97 | 98 | 102 | 99 | 5 | nt | -40
C=CCNC(=O)c1ccc(C2SCC(=O)N2Cc2ccco2)cc1 (configuration not stated) | 101 | 4 | 101 | -3 | 110 | 103 | 102 | 99 | 0 | 2 | -22
COc1ccc([N+](=O)[O-])cc1N(CC1CO1)S(=O)(=O)c1ccc(C)cc1 (configuration not stated) | 97 | 14 | 95 | -3 | 95 | 97 | 98 | 94 | 1 | 4 | 16
CCCOc1ccc(CSc2ncn[nH]2)cc1 | 101 | 25 | 98 | -1 | 97 | 102 | 100 | 98 | 4 | nt | -28
CC1(C)CCCN(C(=O)c2ccc3c(c2NCCO)C(=O)c2ccccc2C3=O)C1 | 102 | 11 | 100 | -4 | 100 | 103 | 100 | 98 | 3 | 23 | -9
Cc1nnc(N2C(=O)C(O)=C(C(=O)c3ccco3)C2c2ccc(F)cc2)s1 (configuration not stated) | 97 | 4 | 96 | 1 | 97 | 95 | 99 | 95 | 21 | nt | -8
Clc1ccc(N=c2ssnc2Cl)nc1 | 97 | 8 | 97 | 3 | 97 | 97 | 98 | 97 | -58 | 2 | -12
COc1cc(C(=O)Nc2nc(-c3ccc(F)cc3)cs2)ccc1OCC(=O)N1CCOCC1 | 106 | 16 | 99 | -4 | 98 | 104 | 98 | 100 | 18 | 1 | -25
CCOc1cc2[nH]c(=S)n(Cc3ccc(C)o3)c(=O)c2cc1OCC | 98 | 9 | 98 | 0 | 98 | 100 | 98 | 96 | 20 | nt | -6
CNC(=O)NC(=O)CSc1ncc(C(F)(F)F)cc1Cl | 101 | 8 | 101 | 1 | 103 | 109 | 100 | 101 | 6 | nt | -5
O=C(C[n+]1ccc(CCSc2ccc(F)cc2)cc1)c1ccccc1 | 101 | 25 | 97 | -5 | 97 | 101 | 99 | 98 | 25 | nt | -26
CCn1nnnc1SCC(=O)NCc1ccco1 | 99 | 16 | 101 | -2 | 96 | 100 | 97 | 95 | 18 | nt | -53
CCCCC(c1nnnn1CC1CCCO1)N1CCN(c2cc(Cl)ccc2C)CC1 (configuration not stated) | 103 | 13 | 100 | 3 | 97 | 106 | 100 | 99 | 22 | 5 | 3
O=C(Nc1nc(-c2cccc3ccccc23)cs1)c1cnccn1 | 99 | 14 | 98 | -4 | 92 | 98 | 94 | 98 | -65 | 9 | -12
O=S(=O)(NCc1ccc(F)cc1)c1ccc2c(c1)OCCO2 | 101 | 33 | 103 | 1 | 105 | 107 | 99 | 101 | -3 | -16 | 0
CCn1c(SCC(=O)N2CCN(c3ccccc3)CC2)nc2c(c1=O)SC(C)C2 (configuration not stated) | 100 | 25 | 99 | -1 | 99 | 106 | 99 | 100 | -18 | nt | -21
CCn1c(=O)c2cc(S(=O)(=O)NCc3ccccc3)ccc2n(CC)c1=O | 104 | 30 | 101 | -3 | 101 | 106 | 99 | 101 | 0 | nt | -21
Cc1ccc(N2C(=O)[C@@H]3[C@H](C2=O)[C@H]2C=C(C(=O)c4ccccc4)C=CN2[C@@H]3C(=O)c2ccc(Cl)cc2)cc1 | 101 | 20 | 99 | -5 | 100 | 101 | 99 | 98 | 13 | 4 | -22
COc1ccc2[nH]cc(CCNC(=O)C3CCCNC3=O)c2c1 (configuration not stated) | 102 | 6 | 100 | 0 | 96 | 105 | 100 | 98 | 9 | nt | -11
Cc1cc(C(=O)CCl)c(C)n1Cc1ccco1 | 95 | 3 | 96 | 3 | 97 | 98 | 96 | 96 | 16 | 8 | -45
S=c1[nH]c(-c2ccccc2)cn1/N=C/c1ccc(Br)cc1 | 95 | 10 | 93 | -1 | 95 | 95 | 93 | 94 | 31 | -13 | -31
CCOC(=O)c1cccc(NC(=O)CCNS(=O)(=O)c2ccc3c(c2)CCN3C(=O)CC)c1 | 103 | 17 | 100 | -4 | 97 | 103 | 98 | 99 | 21 | nt | 70*
Cc1ccc2c(c1)sc[n+]2Cc1ccccc1 | 99 | 16 | 100 | 0 | 102 | 102 | 100 | 99 | 16 | nt | -48
O=C(CSc1nnc(C2CC2)n1-c1ccccc1)NCc1ccco1 | 101 | 4 | 101 | 2 | 100 | 100 | 98 | 98 | 8 | nt | -4
C=CCc1cccc(/C=N/NC(=O)CNc2cccc3ccccc23)c1O | 97 | 4 | 95 | 1 | 96 | 96 | 95 | 94 | 38 | -2 | -16
Cc1ccc(S(=O)(=O)N2CCN(C(=O)CSc3nc(N)cc(=O)[nH]3)CC2)c(C)c1 | 98 | 10 | 99 | 1 | 97 | 98 | 97 | 98 | 14 | -11 | -25
CS(=O)(=O)N1CCC(C(=O)c2cccc(Cl)c2)CC1 | 98 | 8 | 97 | 0 | 99 | 101 | 99 | 99 | -6 | nt | -39
COc1ccc(Nc2nc(C(F)(F)F)nc(C)c2C#N)cc1 | 99 | 10 | 99 | 7 | 100 | 100 | 99 | 98 | -9 | -20 | 2
COc1cc2c(cc1OC)C1=C(C#N)CCC(=O)N1CC2 | 88 | 24 | 92 | 0 | 101 | 89 | 97 | 92 | -16 | -5 | -2
CCOC(=O)c1c(-c2ccc(F)cc2)csc1NC(=O)C1CCCO1 (configuration not stated) | 97 | 9 | 96 | -7 | 97 | 98 | 96 | 96 | 0 | 1 | -2
CCCn1nnnc1SCC(=O)N(C(C)C)C(C)C | 95 | 4 | 96 | -1 | 95 | 98 | 96 | 98 | -2 | nt | -18
C[n+]1ccccc1C1CCCC/C1=N\Nc1ccc([N+](=O)[O-])cc1[N+](=O)[O-] (configuration not stated) | 104 | 11 | 98 | -2 | 95 | 104 | 99 | 99 | 34 | -30 | 15
O=C(O)CCC(=O)NNC(=O)c1cccs1 | 98 | 10 | 102 | 0 | 105 | 102 | 100 | 98 | 0 | 16 | -15
O=C1c2ccccc2C(=O)N1Cc1nc2ccccc2c(=O)n1CCCn1ccnc1 | 97 | 22 | 100 | -4 | 97 | 98 | 98 | 95 | -5 | nt | -1
COc1ccc(/C=N/n2cncn2)cc1COc1ccc(NC(C)=O)cc1 | 102 | 18 | 102 | -1 | 102 | 105 | 103 | 99 | 5 | 18 | -14
Cc1ccc(S(=O)(=O)/N=C(\c2ccc(Cl)cc2)N2CCOCC2)cc1 | 104 | 7 | 102 | -1 | 99 | 103 | 102 | 100 | -4 | -9 | -6
CC(=O)NC(Cc1ccc(C(C)C)cc1)C(=O)NC1CCN(c2nc(C)cc(C)n2)CC1 (configuration not stated) | 105 | 18 | 105 | -2 | 107 | 107 | 104 | 99 | -13 | nt | -22
CCCCNC(=O)CSc1nc2ccc(NC(=O)CSc3nnc(N)s3)cc2s1 | 97 | 6 | 98 | -4 | 99 | 100 | 98 | 97 | 44 | 1 | -1
COc1ccc(-c2cc(C(F)(F)F)nc(S(=O)(=O)CCCC(=O)Nc3cccnc3Cl)n2)cc1OC | 92 | 7 | 92 | -2 | 102 | 94 | 96 | 95 | -5 | -5 | -29
Cc1ccc(S(=O)(=O)N(C)CCCC(=O)Nc2cc(C)ccc2C)cc1 | 105 | 3 | 103 | -1 | 102 | 108 | 103 | 100 | 0 | nt | 0
CCn1cc(/C=C2\SC(=O)N(CC(=O)Nc3ccc4c(c3)OCO4)C2=O)c2ccccc21 | 101 | 11 | 101 | 0 | 99 | 99 | 101 | 98 | -6 | nt | -14
OCC1(CCc2ccccc2)CCN(Cc2cccn2-c2cccnc2)CC1 | 95 | 8 | 95 | 0 | 97 | 96 | 95 | 95 | 10 | -11 | -56
COC(=O)c1cc(NC(=S)NCc2ccc(Cl)cc2)cc(C(=O)OC)c1 | 103 | 10 | 101 | -4 | 101 | 104 | 99 | 99 | 15 | nt | 97*
Cc1cccn2cc(-c3cc4ccccc4oc3=O)nc12 | 98 | 11 | 96 | 1 | 96 | 92 | 98 | 96 | 18 | 5 | -50
O=C(Cn1nnc(-c2ccccc2)n1)N/N=C/c1cc([N+](=O)[O-])c(Cl)cc1Cl | 100 | 4 | 101 | -5 | 99 | 103 | 98 | 99 | 9 | 2 | -13
COC(=O)Cc1cc(=O)[nH]c(/N=C(\N)Nc2ccc(C)cc2C)n1 | 100 | 32 | 99 | -2 | 102 | 100 | 101 | 97 | -26 | nt | 1

From PubChem
